All columns: NCI-60 one-dose screen, growth in % after 48 h at 10 µM unless noted; 100 = growth as untreated, 0 = no growth, -100 = all killed.
SN12C = SN12C renal cancer cells; 3.8% of 81,000 active
TK-10 = TK-10 renal cancer cells; 3.9% of 81,000 active
CAKI-1 = CAKI-1 renal cancer. 4.7% of 75,000 active. AID 1794772
IGROV1 = IGROV1 ovarian cancer; 4.7% of 79,000 active; AID 1794786
ACHN = ACHN renal cancer | 4.9% of 81,000 active
NCI/ADR-RES = NCI/ADR-RES ovarian cells. 4.4% of 81,000 active
UO-31 = UO-31 renal cancer | 5.2% of 81,000 active | AID 1794768
786-0 = 786-0 renal cancer cells. AID 1794775. 5.1% of 81,000 active
Numbers without * were called inactive; · = no result given; & = joins results of further samples; [ ] = another dose, or the depositor's remark. Rule for the calls: active = growth percent below 10; inactive = the rest.

SMILES	SN12C	TK-10	CAKI-1	IGROV1	ACHN	NCI/ADR-RES	UO-31	786-0
Cn1ccnc1C(=O)/C=C/c1ccc(C(=O)Nc2ccc(NC(=O)CCNC(=O)c3csc(Br)n3)cc2)cc1	40.2	89.7	29.3	41.7	61.8	60.9	46.6	66.3
COc1ccc(C2CC(c3c(C)oc4c(OC)c5occc5c(OC)c4c3=O)=NN2c2ccccc2)cc1OC (configuration not stated)	76.3	79.5	55.5	81.1	50.1	65.3	48.5	96.6
O=P(OCC(O)CO)(OCC(O)CO)C(c1ccccc1)(c1ccccc1)c1ccccc1 (configuration not stated)	101.4	117.3	81.0	·	99.7	89.8	·	92.6
COc1ccc(-c2c(C(=O)NS(=O)(=O)C(C)C)n(Cc3cccc(C)c3)c3ccccc23)cc1	90.7	105.7	79.3	93.1	97.2	97.2	77.5	99.2
CC(=O)OC1CCC2(C)C(=CCC3C2CCC2(C)C(C(=O)CC(C#N)(C#N)C(C#N)C#N)CCC32)C1 (configuration not stated)	103.3	97.7	105.7	98.5	118.6	95.9	92.9	100.6
Cc1ccccc1[C@H]1C(C(=O)c2ccc(Cl)cc2)C2(N[C@@H]1c1ccccc1)C(=O)Nc1ccc(Cl)cc12 (some centres not stated)	-95.4*	9.0*	8.9*	2.0*	-9.0*	-65.7*	0.3*	-39.3*
Nc1cccc2c1C(=O)c1cccc(NC(=O)c3ccccc3)c1C2=O	47.1	32.1	12.0	·	41.5	-31.1*	10.0*	37.5
CC(C)(CC=O)c1ccccc1	105.4	86.1	99.4	113.2	103.6	102.8	92.4	97.3
C/C(=C\c1ccc(OCC(=O)O)c(Cl)c1Cl)[N+](=O)[O-]	106.4	113.1	93.9	132.8	110.4	102.3	111.4	117.3
CCCCCCNS(=O)(=O)c1ccccc1	·	92.0	98.2	·	98.1	98.6	88.2	101.0
NC(=O)C(O)c1ccccc1 (configuration not stated)	113.1	110.4	97.1	129.1	107.1	121.7	101.9	105.4
Cc1ccc(-c2cc(-c3nnc(SCC(=O)c4ccccc4)o3)c3ccccc3n2)cc1	101.0	61.8	·	94.1	93.9	91.9	74.6	92.8
COc1ccc(OC)c(C=C2C(=O)NNC2=O)c1	94.9	89.1	82.1	98.2	99.4	96.3	66.5	100.0
COc1ccc(NC(=O)Nc2ccc(F)c(C(=O)c3c[nH]c4ncccc34)c2F)cc1	95.5	149.3	81.2	93.6	86.3	96.0	77.7	101.6
CCC[n+]1cccc(C(N)=O)c1	96.1	104.3	100.5	122.2	107.5	102.7	88.4	101.9
O=[N+]([O-])c1cc(S(=O)(=O)O)ccc1Cl	95.3	94.5	110.3	89.6	100.3	99.9	81.0	104.8
O=[N+]([O-])c1cnc(-c2ccc(F)cc2)n1CCO	96.6	110.7	99.6	·	92.5	110.2	85.1	103.7
O=C(OCc1ncc(-c2ccc(C(F)(F)F)cc2)c(NC2CCCCCC2)n1)c1ccc(C(F)(F)F)cc1	55.1	85.1	86.3	79.8	40.7	101.8	69.0	82.0
CC(=O)CC(=O)NCCN(C)C	104.2	96.6	95.9	102.4	108.6	104.2	87.9	93.2
CCOC(=O)/C(C#N)=C/c1cccc(F)c1	104.8	98.7	96.3	104.3	106.6	109.1	91.0	104.6
Cc1nn(C)c2ncnc(N/N=C/c3cccc(O)c3)c12	91.1	114.5	99.9	100.3	95.4	112.7	82.2	100.5
CCN(CC)CCOc1ccc(C(=C(C)c2ccccc2)c2ccc(OCCN(CC)CC)cc2)cc1	56.9	-9.3*	8.8*	34.0	-13.3*	29.0	-41.6*	-51.6*
Cc1cc(C(C)(C)C)cc(C)c1CC1=NCCN1	111.0	113.2	85.4	108.3	92.8	100.8	93.0	96.9
COc1ccc([C@H]2[C@H](C(=O)Nc3cccc(C)c3)c3ccccc3C(=O)N2c2ccc(OC)cc2)cc1	96.3	106.9	85.2	89.6	93.2	94.9	97.2	93.6
Cc1ccc(S(=O)(=O)n2[nH]c(=O)cc2N)cc1	94.6	·	93.5	105.5	97.6	98.2	85.8	101.2

Entries of single compounds, quoted from the list. Values in the order: SN12C	TK-10	CAKI-1	IGROV1	ACHN	NCI/ADR-RES	UO-31	786-0
CC(=O)CC(=O)NCCN(C)C across the screens: 104.2	96.6	95.9	102.4	108.6	104.2	87.9	93.2
CCCCCCNS(=O)(=O)c1ccccc1 across the screens: ·	92.0	98.2	·	98.1	98.6	88.2	101.0

Quoted at random: 4 compounds from above, in no set order.
SMILES	SN12C	TK-10	CAKI-1	IGROV1	ACHN	NCI/ADR-RES	UO-31	786-0
O=C(OCc1ncc(-c2ccc(C(F)(F)F)cc2)c(NC2CCCCCC2)n1)c1ccc(C(F)(F)F)cc1	55.1	85.1	86.3	79.8	40.7	101.8	69.0	82.0
Cc1cc(C(C)(C)C)cc(C)c1CC1=NCCN1	111.0	113.2	85.4	108.3	92.8	100.8	93.0	96.9
COc1ccc([C@H]2[C@H](C(=O)Nc3cccc(C)c3)c3ccccc3C(=O)N2c2ccc(OC)cc2)cc1	96.3	106.9	85.2	89.6	93.2	94.9	97.2	93.6
Cc1ccccc1[C@H]1C(C(=O)c2ccc(Cl)cc2)C2(N[C@@H]1c1ccccc1)C(=O)Nc1ccc(Cl)cc12 (some centres not stated)	-95.4*	9.0*	8.9*	2.0*	-9.0*	-65.7*	0.3*	-39.3*

Next part:
SMILES	SN12C	TK-10	CAKI-1	IGROV1	ACHN	NCI/ADR-RES	UO-31	786-0
O=C1/C(=C/c2ccc(-c3ccccc3C(F)(F)F)o2)SC(=S)N1CCc1ccc(O)cc1	66.6	83.1	33.8	12.5	66.3	43.9	40.1	65.0
O=C(O)c1ccc(CNc2nc(=O)n(Cc3ccc(Cl)cc3)c(=O)[nH]2)cc1	97.3	104.0	94.4	113.7	100.4	112.2	87.4	107.3
O=C(CN1C(=O)S/C(=C\C(Cl)=C\c2ccccc2)C1=O)NC1CCS(=O)(=O)C1 (configuration not stated)	79.7	64.0	78.1	41.3	46.8	84.0	65.6	78.7
C#CCNCc1ccccc1	107.9	108.0	96.9	127.9	103.5	102.1	101.2	103.0
O=S1(=O)CCOC1	108.7	94.5	104.4	111.9	103.6	111.2	99.1	95.5
COc1ccc(-c2nn(-c3cccc(Cl)c3)cc2-c2c(C#N)c(=O)n3nc(-c4ccc(N(C)C)cc4)[nH]c3c2C#N)cc1	103.5	92.6	80.0	108.8	105.3	101.4	79.8	89.5
CC(=O)OCC(OC(C)=O)C1OC(c2ccccc2)OC(C(COC(C)=O)OC(C)=O)C1OC(C)=O (configuration not stated)	105.5	108.1	100.0	100.0	97.3	100.2	78.7	97.8
O=C(Nc1cc(F)ccc1C1=NCC(CO)O1)c1ccccc1 (configuration not stated)	100.6	74.1	104.5	95.2	107.6	89.6	85.2	84.4
COc1cccc2c1CCCC2	98.2	102.0	·	·	94.0	96.8	70.3	97.4
CC[C@H](Nc1ncnc2nc[nH]c12)c1nc2cccc(CC(=O)c3ccc(C(=O)NO)cc3)c2c(=O)n1-c1ccccc1	84.0	88.1	·	89.1	102.1	94.0	87.4	98.9
CN(C)c1ccc(N2C(=O)C=CC2=O)cc1	98.5	103.1	·	108.1	94.4	109.9	93.5	96.1
CC1=C/C(=N\NC(=O)c2ccncc2)CC(C)(C)C1	106.9	102.7	·	98.1	104.9	109.5	85.8	101.0
O=C(Nc1ccc(OCc2ccccn2)c(Cl)c1)c1cnccn1	100.5	82.3	97.1	107.7	103.7	94.4	86.1	78.6
CCCCCCCCCC(=O)c1ccccc1	95.5	92.4	·	106.2	93.3	107.1	84.4	94.6
CN1C(=O)NC(c2ccc3c(c2)OCO3)C=C1c1ccccc1 (configuration not stated)	89.0	85.0	82.8	78.7	105.3	98.8	64.7	83.0
Cc1csc(/N=C(N)/N=C(\N)c2ccccc2F)n1	100.8	153.1	75.8	80.4	95.3	99.6	72.5	99.8
O=C(/C=C/c1ccccc1)c1cccc(O)c1	98.8	107.8&109.5	91.5&93.6	97.8&82.0	105.5	107.1&103.1	76.2&72.6	94.6&94.2
COc1ccc(C(=O)c2cc3c(N)c(C(=O)Nc4ccc(Br)cc4)sc3nc2C)cc1	84.4	98.8	62.5	85.9	65.5	70.0	72.3	58.2
C[C@]12CC[C@@H]3c4ccc(O)cc4CC[C@H]3[C@@H]1CC[C@@H]2NS(=O)(=O)c1ccc2ccccc2c1	56.6	76.4	52.7	59.2	58.9	52.9	39.7	69.0
CCCc1nc2ccccc2[nH]1	105.0	106.0	103.3	121.2	108.5	109.3	76.2	103.5
Cn1cc(/C=C(/SS/C(=C/c2cn(C)c3cccc(C(=O)O)c23)C(=O)O)C(=O)O)c2c(C(=O)O)cccc21	99.0	93.0	87.9	113.1	109.5	93.4	88.1	103.9
CCCCC1COc2cccc3c2N1C=C/C3=C\C(=O)N(C)c1cccc(Cl)c1 (configuration not stated)	94.2	112.3	78.9	103.0	98.5	97.7	78.0	99.8
O=S(=O)(/N=c1\c2ccccc2cnn1C1=NCCN1S(=O)(=O)c1ccc(Cl)cc1)c1ccc(Cl)cc1	97.6	93.0	92.0	91.2	95.1	81.5	73.8	100.2
CCCCCCCCCCCCCCCCCCOc1ccccc1CC(=O)OCC[N+]1(C)CCOCC1	31.4	43.5	49.1	-9.9*	89.6	104.0	67.9	68.3
O=C(Nc1ccc(O)cc1)OCc1ccccc1	91.1	122.9	77.0	88.7	54.5	80.3	77.7	83.7

Arranged by SMILES length (falling): some entries from above.
SMILES	SN12C	TK-10	CAKI-1	IGROV1	ACHN	NCI/ADR-RES	UO-31	786-0
CC(=O)OCC(OC(C)=O)C1OC(c2ccccc2)OC(C(COC(C)=O)OC(C)=O)C1OC(C)=O (configuration not stated)	105.5	108.1	100.0	100.0	97.3	100.2	78.7	97.8
Nc1cccc2c1C(=O)c1cccc(NC(=O)c3ccccc3)c1C2=O	47.1	32.1	12.0	·	41.5	-31.1*	10.0*	37.5
CC(C)(CC=O)c1ccccc1	105.4	86.1	99.4	113.2	103.6	102.8	92.4	97.3

New compounds follow:
SMILES	SN12C	TK-10	CAKI-1	IGROV1	ACHN	NCI/ADR-RES	UO-31	786-0
CNc1ncnc2c1cnn2C1CCCCO1 (configuration not stated)	106.1	102.3	89.0	113.5	109.4	108.3	96.9	114.9
COC(=O)C(C)[C@H]1CC[C@@H]2[C@]1(C)CC=C1[C@]23C=C[C@]2(C[C@@H](OC(C)=O)CC[C@]12C)C(C(=O)OC)C3C(=O)OC (some centres not stated)	100.5	108.6	94.7	98.2	111.6	94.3	86.7	104.5
O=C(CCCl)c1ccc(Cl)cc1	103.7	99.7	·	94.2	103.2	99.1	86.7	96.7
C=CCC(=O)OCC1CC2C=CC1C2 (configuration not stated)	108.1	107.8	·	110.4	104.4	103.4	87.2	98.8
COc1ccc2nc3cc(Cl)ccc3c(Nc3ccc(N(C)C)cc3)c2c1	91.1	127.7	·	97.0	100.0	87.1	84.0	96.9
NC1=NNC(=O)C1	95.8	103.3	102.2	93.2	100.4	87.8	92.9	94.0
Cc1cc2c(C(C)C)c(O)c(O)c(C=Nc3cccc(C(F)(F)F)c3)c2c(O)c1-c1c(C)cc2c(C(C)C)c(O)c(O)c(C=Nc3cccc(C(F)(F)F)c3)c2c1O	71.6	75.9	78.3	73.6	82.2	86.4	79.8	97.6
O=C1CC[C@@]2(C[C@H](CI)OC2=O)O1	102.3	93.1	·	94.6	102.6	109.5	84.3	85.0
CC(=O)CSc1nc2sc3c(c2c(=O)n1-c1ccccc1)CCC(C)C3 (configuration not stated)	93.2	102.3	87.2	100.9	101.7	87.6	83.0	100.1
CCCCOC(=O)C1OC(Oc2ccc3c(C)cc(=O)oc3c2)[C@@H](O)C(O)C1O (some centres not stated)	95.2	98.8	92.0	108.7	104.2	103.4	89.6	100.9
Cc1ncc(CO)c2c1OC(C)(C)OC2	99.7	118.0	97.0	110.5	100.7	98.7	90.5	106.2
O=C1[C@@H]2Cc3c([nH]c4ccccc34)[C@H](c3ccc(Cl)cc3)N2C(=O)CN1C1CCN(Cc2ccccc2)CC1	46.4	81.0	27.3	43.3	49.4	52.6	26.3	68.1
N=C(N)NCCC[C@@H]1NC(=O)c2ccc(nc2)-c2ccc(cn2)NC(=O)CCNC(=O)[C@H](CCCNC(=N)N)NC(=O)[C@H](CCCNC(=N)N)NC(=O)[C@H](CCCNC(=N)N)NC(=O)c2ccc(nc2)-c2ccc(cn2)NC(=O)CCNC(=O)[C@H](CCCNC(=N)N)NC(=O)[C@H](CCCNC(=N)N)NC(=O)[C@H](CCCNC(=N)N)NC(=O)c2ccc(nc2)-c2ccc(cn2)NC(=O)CCNC(=O)[C@H](CCCNC(=N)N)NC(=O)[C@H](CCCNC(=N)N)NC1=O	85.3[4 µM]	110.7[4 µM]	100.6[4 µM]	91.1[4 µM]	103.6[4 µM]	98.4[4 µM]	73.2[4 µM]	95.1[4 µM]
O=C(O)CCNC(=O)C1CCC(=O)CC1	96.5	96.9	100.5	107.5	106.2	108.8	94.7	100.8
COc1cc(-c2ccc(C)n2-c2ccc(-c3nc4ccc(F)cc4s3)cc2)cc(OC)c1OC	83.8	134.8	85.0	89.7	95.0	91.1	69.8	94.6
O=C1C(S(=O)(=O)O)=CC(=Nc2ccc(O)cc2)c2ccccc21	103.3	118.4	96.3	103.5	97.4	98.2	74.5	107.2
COC(=O)c1c(C)[nH]c2c3c(c(O)cc12)[C@H]1C[C@@H]2[C@@]4(C)CCCC(C)(C(=O)OC)[C@@H]4CC[C@@]32C=C1C(C)C (some centres not stated)	82.0	102.8	75.2	76.0	87.3	94.9	64.5	79.1
CN(C)CCCNc1nc(-c2cccc(C(Cl)(Cl)Cl)c2)nc(C(Cl)(Cl)Cl)n1	102.2	114.6	98.2	94.4	108.4	·	83.5	99.0
COc1ccc(-n2c(=O)n(-c3nc4ccc(F)cc4s3)c(=O)c3ccccc32)cc1	90.0	95.3	95.6	71.2	90.9	104.2	73.5	109.1
C1C[S+]2CC[S+]1CC2	100.6	97.9	107.8	106.1	99.2	99.3	106.3	111.1

No enrichment for hits. Share with any hit: about 9.3%.
